Growth percent in the NCI-60 one-dose screen (48 h, 10 µM unless noted): 100 = growth as untreated, 0 = no growth, -100 = all killed.
HL-60(TB) – HL-60(TB) leukemia cells; 78,000 tested, 9% active; AID 1794776; active = growth percent below 10
* marks the source's active call; other numbers are inactive results; & = joins results of further samples; [ ] = remark or other dose.

Results for Clc1ccc(-c2nnc(COc3ccc(C4=NNC(c5cccs5)C4)cc3)o2)cc1 (configuration not stated) ?
HL-60(TB): 101

Results for CSCCC(N)C(=O)NNc1n[nH]c(=S)n1N (configuration not stated) ?
HL-60(TB): 99

What do the screens show for `COc1cc(NCC(=O)Nc2cc(Nc3ccccc3F)ncn2)c(Cl)c(OC)c1Cl`?
HL-60(TB): 105

What do the screens show for `C=CN(C(=O)N1CCN(c2cc3c(cc2F)c(=O)c(C(=O)O)cn3C2CC2)CC1)c1nc(-c2ccc(C)cc2)cs1`?
HL-60(TB): -27*

What do the screens show for `Nc1nc2c(nc(N3CCSCC3)n2[C@@H]2O[C@H](CO)[C@@H](O)[C@H]2O)c(=O)[nH]1`?
HL-60(TB): 112

What do the screens show for `Cc1cc(=O)[nH]c(SCC(=O)Nc2ccc(-c3nc4ccccc4[nH]3)cc2)n1`?
HL-60(TB): 103

Results for Cc1ccc(S(=O)(=O)N(CC[C@@H]2C[C@H]2c2cc3ccccc3o2)C(=O)c2cccnc2)cc1 ?
HL-60(TB): 90

Results for COc1cc(CNC(=O)C[C@H](C)CCC=C(C)C)ccc1OCc1cn(-c2ccccc2[N+](=O)[O-])nn1 ?
HL-60(TB): 48

How did C=C(C)[C@@H]1CC[C@]2(COCCCNCCC#N)CC[C@]3(C)[C@H](CC[C@@H]4[C@@]5(C)CC[C@H](OCCCNCCC#N)C(C)(C)[C@@H]5CC[C@]43C)[C@@H]12 do in these assays?
HL-60(TB): 0.1*

How did CCOC(=O)c1c(C)[nH]c(C)c(C(=O)OCC)c1=O do in these assays?
HL-60(TB): 106

Results for CCOc1cc2ncc(C#N)c(Nc3ccc(F)c(Cl)c3)c2cc1NC(=O)/C=C/CN(C)C ?
HL-60(TB): -53*

How did Cc1cc(O)c(/C=N/C(=S)Nc2ccccc2)c(=O)o1 do in these assays?
HL-60(TB): 99

How did N#Cc1c(N)n(-c2ccc(OC(F)(F)F)cc2)c2cc(F)ccc12 do in these assays?
HL-60(TB): 94

What do the screens show for `CC(/C=N/NC(N)=S)Cc1ccc(C(C)C)cc1` (configuration not stated)?
HL-60(TB): 44

Results for CSCCC1NC(=O)C(/C(C)=N\NC(N)=O)=C1O (configuration not stated) ?
HL-60(TB): 109

Results for O=C(Cc1ccc([N+](=O)[O-])cc1)c1ccccc1 ?
HL-60(TB): 87

What do the screens show for `NC(N)=N/N=C/c1ccccn1`?
HL-60(TB): 78

How did CCCN1CC(C(=O)OCC)C(=O)C1=O (configuration not stated) do in these assays?
HL-60(TB): 97

Results for COc1cc2c3c([nH]c(=O)c2cc1OC)CCCC3 ?
HL-60(TB): 95

How did O=C(CN1CCCCC1)Nc1cccc(-c2cc3ccccc3[nH]2)c1 do in these assays?
HL-60(TB): 72

7 consecutive compounds out of the list so far:
Results for Clc1ccc(-c2nnc(COc3ccc(C4=NNC(c5cccs5)C4)cc3)o2)cc1 (configuration not stated) ?
HL-60(TB): 101

Results for CSCCC(N)C(=O)NNc1n[nH]c(=S)n1N (configuration not stated) ?
HL-60(TB): 99

What do the screens show for `COc1cc(NCC(=O)Nc2cc(Nc3ccccc3F)ncn2)c(Cl)c(OC)c1Cl`?
HL-60(TB): 105

What do the screens show for `C=CN(C(=O)N1CCN(c2cc3c(cc2F)c(=O)c(C(=O)O)cn3C2CC2)CC1)c1nc(-c2ccc(C)cc2)cs1`?
HL-60(TB): -27*

What do the screens show for `Nc1nc2c(nc(N3CCSCC3)n2[C@@H]2O[C@H](CO)[C@@H](O)[C@H]2O)c(=O)[nH]1`?
HL-60(TB): 112

What do the screens show for `Cc1cc(=O)[nH]c(SCC(=O)Nc2ccc(-c3nc4ccccc4[nH]3)cc2)n1`?
HL-60(TB): 103

Results for Cc1ccc(S(=O)(=O)N(CC[C@@H]2C[C@H]2c2cc3ccccc3o2)C(=O)c2cccnc2)cc1 ?
HL-60(TB): 90

Back to the main list, starting six compounds before the break.
Results for CSCCC1NC(=O)C(/C(C)=N\NC(N)=O)=C1O (configuration not stated) ?
HL-60(TB): 109

Results for O=C(Cc1ccc([N+](=O)[O-])cc1)c1ccccc1 ?
HL-60(TB): 87

What do the screens show for `NC(N)=N/N=C/c1ccccn1`?
HL-60(TB): 78

How did CCCN1CC(C(=O)OCC)C(=O)C1=O (configuration not stated) do in these assays?
HL-60(TB): 97

Results for COc1cc2c3c([nH]c(=O)c2cc1OC)CCCC3 ?
HL-60(TB): 95

How did O=C(CN1CCCCC1)Nc1cccc(-c2cc3ccccc3[nH]2)c1 do in these assays?
HL-60(TB): 72

How did CCOC(=O)c1c2c(c(C)n1Cc1ccc(OC)cc1)-c1[nH]c(=O)ncc1CC2 do in these assays?
HL-60(TB): 80

What do the screens show for `CN1CCN(C(=O)COc2ccc(C=C3C(=O)NC(=S)NC3=O)cc2)CC1`?
HL-60(TB): 101

How did CC(C)c1cccc(C(C)C)c1OCCN1CCCCC1 do in these assays?
HL-60(TB): 96

What do the screens show for `Cc1cccc(Oc2ccc(Nc3ncnc4ccc(NC(=O)CN(C)C)cc34)cc2Cl)c1`?
HL-60(TB): -48*

Results for CCCCCCC1OCC(CC)(CCCC)CO1 (configuration not stated) ?
HL-60(TB): 74

How did O=c1[nH]c(-c2ccccn2)nc2sc3c(c12)CCCCC3 do in these assays?
HL-60(TB): 22

What do the screens show for `C=CCNc1nc2c(s1)CCc1cc(OC)c(OC)cc1-2`?
HL-60(TB): 59

How did C[C@]12CC[C@@H]3c4ccc(O)c(N)c4CC[C@H]3[C@@H]1CC[C@@H]2O do in these assays?
HL-60(TB): 85

How did CC1=C(C(=O)/C=C/c2c[nH]c3ccccc23)C(c2ccccc2)NC(=S)N1 (configuration not stated) do in these assays?
HL-60(TB): 100

What do the screens show for `Cc1ccc(S(=O)(=O)Oc2ccc(NC(=O)c3ccc(Cl)cc3)cc2)cc1`?
HL-60(TB): 89

Results for Cc1cc2c(cc1C1(c3ncc(C(=O)O)cn3)CC1)C(C)(C)CCC2(C)C ?
HL-60(TB): 113

What do the screens show for `O=C1C(=O)c2ccccc2-c2ccccc21`?
HL-60(TB): -42*

What do the screens show for `CN1[C@@H]2CC[C@H]1/C(=C\c1ccccc1)C(=O)/C2=C/c1ccccc1`?
HL-60(TB): 37

How did CCOC(=O)C(C(C)=O)C1C=Cc2ccccc2N1C(=O)c1ccccc1 (configuration not stated) do in these assays?
HL-60(TB): 89

How did O=CNCC1(c2ccccc2)CCN(Cc2ccccc2)CC1 do in these assays?
HL-60(TB): 72

What do the screens show for `Cc1ccc(/C=C(/C2=NCCN2)n2cnc3ccccc32)cc1`?
HL-60(TB): 95

What do the screens show for `CN(C)C(=S)SCCOc1ccc(Cl)cc1Cl`?
HL-60(TB): 87

How did COc1cccc(Cn2cc(C(=O)Nc3cccnc3Nc3ccc(O)cc3)nn2)c1 do in these assays?
HL-60(TB): 96

Results for Cc1c(N)c(=O)n(-c2ccccc2)n1C ?
HL-60(TB): 112&85

How did C=CCn1cc(-c2nc3ccccc3s2)c2cc(-c3ccc4c5c(cccc35)C(=O)N(CCO)C4=O)ccc21 do in these assays?
HL-60(TB): 101

Results for O=C(NNC(=O)c1ccncc1)Nc1ccc(Br)cc1 ?
HL-60(TB): 74

How did CC1=C(c2cc(-c3ccc(Cl)cc3)c(C#N)c(N)n2)C(c2ccccc2)NC(=S)N1 (configuration not stated) do in these assays?
HL-60(TB): 5.3*

Results for CN1CC(c2ccc(OCc3ccccc3)cc2)C(C(=O)c2ccccc2)C12C(=O)c1ccccc1C2=O (configuration not stated) ?
HL-60(TB): 100

Results for COc1ccc(-c2cnnn2-c2nonc2-n2cccc2)cc1OC ?
HL-60(TB): 11

How did CCCCCCCCCCCC1=NC(C)(C)CN1CC(C)O (configuration not stated) do in these assays?
HL-60(TB): -15*

What do the screens show for `CC(=O)CC1CCCC1c1ccc2ccccc2c1` (configuration not stated)?
HL-60(TB): 101

What do the screens show for `CCOc1c(C#N)c(Nc2ccc(S(N)(=O)=O)cc2)c(C#N)c(=O)n1S(=O)(=O)c1ccccc1`?
HL-60(TB): 110

How did c1cc(-c2nc3nccc(-c4ccsc4)n3n2)ccn1 do in these assays?
HL-60(TB): 105

Results for O=C1NC(=O)C(=O)NC1=O ?
HL-60(TB): 105

What do the screens show for `O=C(CC(SCc1ccccc1)c1ccccc1)c1ccccc1` (configuration not stated)?
HL-60(TB): 67

What do the screens show for `O=C1/C(=C/c2cccc3c2OCO3)Cc2c(F)cc(Br)cc21`?
HL-60(TB): 98

Results for CC(C)C[C@H](NC(=O)CCn1ccc2ncccc2c1=O)B(O)O ?
HL-60(TB): 59

Results for O=c1oc2ccccc2cc1-c1csc(N=Nc2c(O)[nH]c3ccccc23)n1 ?
HL-60(TB): 105&118

What do the screens show for `Cc1ccc(/C=C2/C(=O)Nc3cc(Cl)c(-c4csc(N)n4)cc32)cc1`?
HL-60(TB): 22

What do the screens show for `Nc1cc(-c2ccc(Cl)cc2)nn1-c1nc(-c2ccc(Br)cc2)cs1`?
HL-60(TB): 96

Results for OCC1OC(c2ccc(OCc3ccccc3)cc2OCc2ccccc2)C(O)C1O (configuration not stated) ?
HL-60(TB): 93

Results for Cn1cc(-c2nc(N)nnc2-c2ccccn2)c2cc(Cl)ccc21 ?
HL-60(TB): 103

How did C1CC2OC2CC1C1CO1 (configuration not stated) do in these assays?
HL-60(TB): 117

How did Cc1cc(=O)oc2cc(OC(=O)C3(C)CC3)ccc12 do in these assays?
HL-60(TB): 87

How did COC12NC(=O)N(C)C1(OC)C(=O)N(C)C(=O)N2C (configuration not stated) do in these assays?
HL-60(TB): 102

How did COC(=O)Cc1nc2ccccc2o1 do in these assays?
HL-60(TB): 91

What do the screens show for `C[C@@]1(C(=O)O)CC2C=CC1C2` (some centres not stated)?
HL-60(TB): 135

What do the screens show for `Cc1cc(N=O)c(C)cc1O`?
HL-60(TB): 91

How did O=C(C(c1ccccc1)c1ccccc1)N1CCN(S(=O)(=O)c2ccc(F)cc2)CC1 do in these assays?
HL-60(TB): 89

Results for O=C(NCCCl)Oc1ccc2ccccc2c1 ?
HL-60(TB): 110

Results for c1ccc(Cn2cc(CCc3ccncc3)c3ccccc32)cc1 ?
HL-60(TB): 99

What do the screens show for `N#CCO`?
HL-60(TB): 84

How did CCCC(O)c1ccccc1C (configuration not stated) do in these assays?
HL-60(TB): 94

Results for CCSc1cc(=O)[nH]c(N)n1 ?
HL-60(TB): 83

How did Clc1ccc(-c2cc(-c3ccc(Cl)cc3)cc(-c3ccc(Cl)cc3)c2)cc1 do in these assays?
HL-60(TB): 101

How did CC(=O)N1N=C(c2cccc(Nc3ccncc3)c2)CC1c1ccc(C)cc1 (configuration not stated) do in these assays?
HL-60(TB): 92

How did CC(=O)N1c2ccccc2NC2=C(C(=O)N(Cc3ccccc3)C2(C)C)C1c1ccco1 (configuration not stated) do in these assays?
HL-60(TB): 9.6*

What do the screens show for `Nc1cc([N+](=O)[O-])ccc1C(=O)O`?
HL-60(TB): 102

How did O=C1NC(=O)C2(Br)Nc3ccc(Br)cc3C(=O)C2N1 (configuration not stated) do in these assays?
HL-60(TB): 107

Results for O=C(c1ccc([N+](=O)[O-])cc1)N(CCO)CCO ?
HL-60(TB): 101

What do the screens show for `O=C(O)/C=C/c1ccc2c(c1)CCC2`?
HL-60(TB): 110

How did COc1ccc(-c2nc(N)ncc2-c2ccc(Cl)cc2)c(O)c1 do in these assays?
HL-60(TB): 90

How did O=C1c2ccccc2C(=O)c2c(Nc3ccc(CCO)cc3)ccc(O)c21 do in these assays?
HL-60(TB): 84

How did Cc1ccc(NC(=O)c2cc3ccccc3cc2O)cc1 do in these assays?
HL-60(TB): 68

Results for CC(C)(C)c1nn(-c2ccccc2)c2c1COCN2Cc1ccc(Cl)cc1 ?
HL-60(TB): 44

In the list so far, 2 have an aryl thioether with sulfur outside any ring:
What do the screens show for `Cc1cc(=O)[nH]c(SCC(=O)Nc2ccc(-c3nc4ccccc4[nH]3)cc2)n1`?
HL-60(TB): 103

Results for CCSc1cc(=O)[nH]c(N)n1 ?
HL-60(TB): 83

More results
Results for O=[N+]([O-])c1no[n+]([O-])c1-c1ccncc1 ?
HL-60(TB): 100

Results for CSc1nnc2c3ccccc3n(Cc3ccccc3)c2n1 ?
HL-60(TB): 80

How did CCOC(=O)C/C(=N\Nc1cc(=O)[nH]c2ccc(Br)cc12)C(=O)OCC do in these assays?
HL-60(TB): -7.8*

Results for CC1=C(SCCC(=O)OC(C[Se]c2ccccc2)C(=O)NC(C)(C)C)C(=O)c2ccccc2C1=O (configuration not stated) ?
HL-60(TB): 64

How did O=C1C=CC2=C3c4cc(O)c(O)cc4CC3(O)COC2=C1O (configuration not stated) do in these assays?
HL-60(TB): 102

Results for Cc1cc(C)c([O-])c(CN(C)CCN(C)Cc2cc(C)cc(C)c2[O-])c1.O=C([O-])c1cccc(C(=O)[O-])n1.[Ti+4] ?
HL-60(TB): -7.5*

What do the screens show for `O=C(/C=C/c1ccccc1)N[C@@H](CO)Cc1c[nH]c2ccccc12`?
HL-60(TB): 100

How did COc1cc2c(cc1OC)=c1c(c(O)c3cccn13)N=2 do in these assays?
HL-60(TB): 54

How did COc1cc(/C=N/NC(=O)CCN2c3ccccc3Sc3ccccc32)cc(OC)c1OC do in these assays?
HL-60(TB): 78

How did Fc1cc(-c2n[nH]c(=S)n2/N=C/c2ccc(Cl)cc2)c(Cl)cc1Cl do in these assays?
HL-60(TB): 82

Results for CC(=O)C(C#N)c1ccccc1 (configuration not stated) ?
HL-60(TB): 89

Results for Nc1onc(CCCO)c1-c1nc2ccccc2c(=O)[nH]1 ?
HL-60(TB): 104

How did N=c1c2c(-c3ccccc3)c(-c3ccccc3)n(Cc3ccccc3)c2ncn1CCCO do in these assays?
HL-60(TB): 39

What do the screens show for `CC(C)c1ccc(C(NC23CC4CC(CC(C4)C2)C3)c2nnnn2C(C)(C)C)cc1` (configuration not stated)?
HL-60(TB): 101

How did Cc1cccc2c1NC(=O)[C@@]21[C@H](C(=O)c2ccccc2)[C@]2(C(=O)Nc3ccccc32)[C@H]2CCCN21 do in these assays?
HL-60(TB): 15[100 µM]

How did CN(C)c1ccc(/C=C2\SC(=O)N(Cc3ccc(-c4ccccc4C#N)cc3)C2=O)cc1 do in these assays?
HL-60(TB): 98

What do the screens show for `Cc1cc(CSc2ccccc2C(=O)NCCNc2ccc([N+](=O)[O-])cc2)on1`?
HL-60(TB): 94

What do the screens show for `O=C(Nc1ccccc1)Nc1ccccn1`?
HL-60(TB): 117

From PubChem BioAssay

Not all compounds are listed; rates above refer to the full screens.
